EBI2 antag: EBI2 receptor antagonists, beta-arrestin recruitment, primary screen, cell-based, luminescence, 7a,25-OHC stimulation, uHTS | G-protein coupled receptor 183 (Homo sapiens), P32249 | AID 651636, 2012 | inhibition, % at 5 µM | actives 0.81% (n = 360,000) | 7a,25-OHC stimulated; in the data active = inhibition above about 38%;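 note: enzyme fragment complementation signal reports receptor beta-arrestin coupling in cells; 0% = agonist plus DMSO wells and 100% = wells without agonist; some results beyond the cut were filed as inactive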
Target sequence (P32249 whole entry, looked up, the tested form may be a part): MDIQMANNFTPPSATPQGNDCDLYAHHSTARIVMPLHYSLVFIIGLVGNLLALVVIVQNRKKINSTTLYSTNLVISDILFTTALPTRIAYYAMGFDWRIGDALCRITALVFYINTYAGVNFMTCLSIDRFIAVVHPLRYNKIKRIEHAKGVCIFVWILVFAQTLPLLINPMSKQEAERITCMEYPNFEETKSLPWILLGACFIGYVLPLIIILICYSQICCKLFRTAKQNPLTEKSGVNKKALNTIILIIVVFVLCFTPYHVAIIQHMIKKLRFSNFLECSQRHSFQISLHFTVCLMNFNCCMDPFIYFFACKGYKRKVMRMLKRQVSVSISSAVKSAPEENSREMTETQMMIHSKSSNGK
CXCR6 block: CXCR6 receptor inhibitors, primary screen, cell-based, beta-arrestin, luminescence, CHO-K1 PathHunter, 1536-well | C-X-C chemokine receptor type 6 (Homo sapiens), O00574 | AID 602244, 2012 | inhibition, % at 20 µM | actives 0.36% (n = 360,000); in the data active = inhibition above about 34%, passing the limit was not always enough;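 note: antagonist mode with CXCL16 agonist at 10 nM final; 0% = 10 nM CXCL16 with DMSO and 100% = unstimulated wells without agonist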
Target sequence (O00574 whole entry, looked up): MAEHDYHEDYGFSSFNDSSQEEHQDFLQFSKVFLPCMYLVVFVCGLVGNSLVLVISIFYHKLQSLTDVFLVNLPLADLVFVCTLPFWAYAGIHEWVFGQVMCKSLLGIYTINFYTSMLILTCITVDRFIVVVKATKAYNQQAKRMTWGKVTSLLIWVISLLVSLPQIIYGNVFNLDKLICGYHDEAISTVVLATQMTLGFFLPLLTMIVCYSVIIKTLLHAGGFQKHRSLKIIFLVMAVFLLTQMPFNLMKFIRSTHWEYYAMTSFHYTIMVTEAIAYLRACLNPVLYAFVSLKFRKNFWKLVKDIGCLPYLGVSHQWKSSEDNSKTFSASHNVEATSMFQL
The depositor's hits bear a star. Only part of the results is shown. The share of hits here may be higher or lower than overall.

Each structure is followed by: EBI2 antag	CXCR6 block
- C[C@@H]1CN([C@H](C)CO)S(=O)(=O)c2ccc(Br)cc2O[C@@H]1CN(C)Cc1ccc(-c2ccccc2)cc1
→ -6	6
- CCCCNC(=O)C1(C)CCN1Cc1cc(C)ccc1C (stereo not given)
→ 3	2
- CCCCN(C=O)c1c(CC)nc2ccc(C(=O)N3CCN(C(C)=O)CC3)cn12
→ 0	-8
- COc1cc(C=C2Cc3ccccc3C2=O)cc(OC)c1OC
→ 2	0
- CCCS(=O)(=O)NC(=O)C1(C)CCCN(C(=O)c2ccc(C(F)(F)F)cc2)C1 (stereo not given)
→ 0	2
- CCOC(=O)N(C)c1c(CC)nc2c(OCc3ccc(F)cc3)cccn12
→ 1	-3
- C[C@H](CO)N1C[C@H](C)[C@H](CN(C)S(=O)(=O)c2ccccc2)OCc2cnnn2CCCC1=O
→ -5	-6
- O=C(NCC1CC1)c1cc2c(c(-c3cccc(-c4ccccc4F)c3)n1)[C@H](CCO)N(C(=O)CC1CC1)C2
→ 31	7
- Cn1nc(C2CC2)cc1NC(=O)C1(C)CCN1C(=O)CCc1ccccc1 (stereo not given)
→ -15	7
- COc1ccc(-c2nc3ccc(Br)cn3c2Cc2ccccc2)cc1OC
→ -11	5
- CCOC(=O)C1=C[C@@H](C(C)(C)C)N(S(=O)(=O)c2ccc(C)cc2)[C@H]1c1ccc(F)cc1
→ -4	-1
- O[C@H]1C[C@H](c2ccccc2)N(CC2CCCCC2)C[C@@H]1n1cc(-c2ccc(F)cc2)nn1
→ 6	4
- CCOc1ccccc1OCCCC(=O)Nc1cc(S(=O)(=O)N2CCCCC2)ccc1C
→ 10	0
- CC(=O)C1=CCC(c2ccccc2)N(S(C)(=O)=O)C1 (stereo not given)
→ -9	-12
- Cc1nc(CN(C)c2ncnc3ccc(-c4ccc5c(c4)OCO5)cc23)cs1
→ 15	-5
- C#CCN(C[C@@H]1[C@@H](OC(=O)NCc2ccccc2F)[C@@H](OC(=O)NCc2ccccc2F)Cn2c(=O)ccc(=O)n21)S(=O)(=O)c1ccc(C)cc1
→ 55*	-1
- Cc1cc(C)n2c(NCc3ccccc3)c(-c3cc4ccccc4o3)nc2n1
→ 4	3
- C#CCN(C[C@H]1[C@H](OC(=O)NCc2ccccc2F)[C@H](OC(=O)NCc2ccccc2F)C[C@H]2C(=O)N(c3ccccc3)C(=O)[C@@H]12)S(=O)(=O)c1ccc(C)cc1
→ 0	-3
- Cc1cc2nc(-c3ccccc3)c(Cc3ccccc3)n2c(C)c1Br
→ -5	-2
- COc1ccc(-n2cnnc2SCC(=O)NC2CC2)cc1
→ 3	3
- COCCCN1C(=O)C(CC(=O)NCCN2CCOCC2)CC(C(=O)N(C(C)C)C(C)C)=C1C (stereo not given)
→ -2	-5
- CC(C)C(=O)N1CCCC1(C)C(=O)Nc1ccc2c(c1)OCO2 (stereo not given)
→ -1	7
- COc1cccc(C(C)(O)c2nc(-c3ccccc3C)cs2)c1 (stereo not given)
→ 1	-4
- Cc1nccn1CCC(=O)NC1CC(C)(C)Cc2c1cnn2-c1ccccc1 (stereo not given)
→ -14	-3
- CC(=O)Nc1cccc(-c2ccnc3c2CC(C(=O)Nc2ccc(Cl)cc2)O3)c1 (stereo not given)
→ -53	0
- COc1ccc(-c2ccc(CN3C(C)C(=O)N(Cc4cn(CCC5OCCO5)nn4)CCS3(=O)=O)cc2)cc1OC (stereo not given)
→ 2	-2
- CCc1nc2ccc(C(=O)N(C)CCCN(C)C)cn2c1N(C)Cc1cc2ccccc2s1
→ -3	6
- CCCNC(=O)c1cc(C2CCCCN2C(=O)OCCF)on1 (stereo not given)
→ -6	0
- CCN(CC)C(=O)C1=C(C)N(CCC2=CCCCC2)C(=O)C(CC(=O)NCC2CCCCC2)C1 (stereo not given)
→ 2	4
- COC(=O)[C@H]1C[C@@]2(O)CN(S(=O)(=O)c3ccc(C)cc3)C[C@@]2(OC(=O)NCc2ccccc2)C[C@H]1C(=O)OC
→ -6	-4
- CC(C)Oc1ccc(CN2CCC2(C)C(=O)Nc2ccc(Cl)c(Cl)c2)cc1 (stereo not given)
→ 6	0
- CCOC1=C2[C@H](c3ccccc3F)N(S(=O)(=O)c3ccc(C)cc3)C[C@H]2n2c(=O)n(-c3ccccc3)c(=O)n2C1
→ -6	0
- Cc1cccc(NC(=O)CNC(=O)[C@H]2O[C@@H](n3ccc(=O)[nH]c3=O)[C@H](O)[C@@H]2O)c1C
→ -6	-3
- Cc1ccc(Nc2nc(NCc3cccs3)nc3ccsc23)c(C)c1
→ -2	4
- CC(=O)Nc1ccc(-c2ccnc3c2CC(C)(C(=O)Nc2ccccc2)O3)cc1 (stereo not given)
→ -2	5
- O=C(C(=Cc1ccc(F)cc1)C(=O)c1ccccc1)c1ccccc1
→ 25	42*
- Cc1c(C(=O)NCCC#N)sc(=O)n1Cc1ccc(F)cc1
→ 2	-2
- CC1(C(=O)NS(=O)(=O)c2ccc(Br)cc2)CCN1C(=O)CCc1ccccc1 (stereo not given)
→ 4	0
- CC1(C(=O)NCc2cccc(C(F)(F)F)c2)CCN1Cc1cc2ccccc2o1 (stereo not given)
→ 17	1
- Cc1nc2cc(OC3(C)CCN(Cc4ccc(OC(F)(F)F)cc4)C3)ccc2s1 (stereo not given)
→ 5	-3

Laid out differently: six of the compounds above
EBI2 antag | CXCR6 block | SMILES
2 | -2 | Cc1c(C(=O)NCCC#N)sc(=O)n1Cc1ccc(F)cc1
-1 | 7 | CC(C)C(=O)N1CCCC1(C)C(=O)Nc1ccc2c(c1)OCO2 (stereo not given)
-6 | -3 | Cc1cccc(NC(=O)CNC(=O)[C@H]2O[C@@H](n3ccc(=O)[nH]c3=O)[C@H](O)[C@@H]2O)c1C
-14 | -3 | Cc1nccn1CCC(=O)NC1CC(C)(C)Cc2c1cnn2-c1ccccc1 (stereo not given)
-3 | 6 | CCc1nc2ccc(C(=O)N(C)CCCN(C)C)cn2c1N(C)Cc1cc2ccccc2s1
2 | 4 | CCN(CC)C(=O)C1=C(C)N(CCC2=CCCCC2)C(=O)C(CC(=O)NCC2CCCCC2)C1 (stereo not given)

(next part)
Each structure is followed by: EBI2 antag	CXCR6 block
- NC(c1ccc(F)c(F)c1)c1nc(-c2cncnc2)cs1 (stereo not given)
→ -15	2
- Cn1c(=O)c2cc(NC(=S)NC3CC3)ccc2n1Cc1ccccc1
→ -2	0
- CNc1nc(Oc2ccc3sc(C)nc3c2)c2sccc2n1
→ -3	-4
- COc1ccc(-c2ccc3c(c2)O[C@H](CN(C)C(=O)Nc2ccccc2F)[C@@H](C)CN([C@H](C)CO)S3(=O)=O)cc1
→ 28	15
- Cc1c(C(=O)NCc2ccc3c(c2)OCO3)sc(=O)n1Cc1ccc(S(C)(=O)=O)cc1
→ -5	-3
- COc1cc(CN2C[C@@H](CO)O[C@@H](n3cnc4c(NC5CCC5)ncnc43)C2)cc(OC)c1OC
→ -6	-3
- C[C@@H]1CN([C@H](C)CO)C(=O)c2c(c3ccccc3n2C)-c2ccccc2CO[C@H]1CN(C)C(=O)NC1CCCCC1
→ -3	2
- CN1C(=O)[C@H]2[C@@H](c3ccc(C(F)(F)F)cc3)N[C@]3(CCCN(Cc4ccco4)C3=O)[C@H]2C1=O
→ -6	2
- COc1cc(-c2coc3c(C(=O)NCc4ccc(C(F)(F)F)cc4)cccc23)ccc1O
→ 16	1
- Cc1ccc(S(=O)(=O)N2CC3(O)CN(C(=O)OC(C)C)N(C(=O)OC(C)C)CC3(OC(=O)NCc3ccccc3F)C2)cc1 (stereo not given)
→ 9	-5
- CCC(=O)N1CCCC(C(=O)Nc2ccc3cn[nH]c3c2)CC1 (stereo not given)
→ -11	-7
- CC(C)(C)c1ccc(CC(=O)N2CCC2(C)C(=O)Nc2cnc3ccccc3c2)cc1 (stereo not given)
→ 19	-16
- COc1cc(-c2cnc3c(NC(C)=O)cc(-c4ccc(N5CCN(C)CC5)cc4)cn23)cc(OC)c1OC
→ 11	0
- Cc1cccnc1C1=NOC(Cc2ccccc2)C(=O)N1Cc1ccccc1F (stereo not given)
→ 8	10
- COC(=O)c1ccc(CNC(=O)COC(=O)CNS(=O)(=O)c2ccc(C)cc2)cc1
→ -6	-4
- O=C(CN(c1ccccc1Cl)S(=O)(=O)c1ccccc1)NC1CC2CCC1C2 (stereo not given)
→ 7	3
- COc1ccc(NC(=O)c2cc(-c3cc(C)cs3)[nH]n2)cc1OC
→ -3	-1
- CCc1nc2c(OCc3ccc(C(F)(F)F)cc3)cccn2c1N(C)C(=O)c1ccc(OC)cc1
→ 22	10
- CC1=C(C(=O)N(C(C)C)C(C)C)CC(CC(=O)NCCCCc2ccccc2)C(=O)N1CCCN1CCCC1=O (stereo not given)
→ -7	5
- O=C1N2CCCCC1(c1ccccc1)CCCC2
→ -10	7
- COc1ccccc1-c1cc2nc(NCCc3ccc(S(N)(=O)=O)cc3)ccn2n1
→ 1	3
- CC(C)c1ccc(NC(=O)Nc2nc(C(N)c3ccccc3)cs2)cc1 (stereo not given)
→ -7	-9
- COC[C@@H]1CCCN1[C@@H]1CS(=O)(=O)N[C@H]1COCc1ccccc1
→ 5	4
- N=c1c2ccccc2nc2n1CCCCC2
→ -10	12
- COc1ccc(C(=O)OCC(=O)NC2CC2)cc1
→ -9	-6
- COc1ccc(CCn2nnc3ccccc3c2=O)cc1OC
→ -1	4
- CC1CC(O)C2C3(C)CCCC2(COC3=O)C12CCC1(CCOC1=O)O2 (stereo not given)
→ -6	3
- C[C@H](O)[C@@H]1C(=O)N2CCc3c([nH]c4ccccc34)[C@@H]2C[C@@H]1N(C)C(=O)Nc1cc(Cl)cc(Cl)c1
→ 12	-12
- CCOC(=O)C1=CCN(S(=O)(=O)c2ccccc2Br)C1c1ccccc1 (stereo not given)
→ 6	4
- CC(=O)C1=C(O)C(=Cc2ccccc2)OC1=O
→ -3	7
- O=C(NC1CC1)c1ccc2sc([C@@H]3O[C@H](CO)[C@H](O)[C@H](O)[C@H]3O)nc2c1
→ -6	-2
- CC(C)C[C@H]1CN(CCCC[C@@H]2CNC(=O)C(=O)N2Cc2ccccc2)C(=O)C(=O)N1CC1CCCCC1
→ 3	0
- CC(=O)N1Cc2cc(C(=O)NCC(F)(F)F)nc(-c3cccc(-c4cc5ccccc5o4)c3)c2[C@@H]1CCO
→ 19	-6
- CNCc1cc(C)n(-c2cc(S(=O)(=O)N3CCOCC3)ccc2N2CCCC2)c1C
→ -4	-7
- CC(=O)Nc1cccc(-c2cnc(NC(C)=O)cn2)c1
→ -9	-2
- CC1=CC(=O)C(Sc2ccc(C)cc2)=CC1=O
→ 35	92*
- CCOC(=O)C1(C)CCN1C(=O)c1cc(OC)ccc1Br (stereo not given)
→ 13	-2
- COc1ccc(NC(=O)c2cc(-c3cc(F)ccc3OC(C)C)n[nH]2)c(OC)c1
→ 28	4
- CCOC(=O)N(C)C[C@H]1OCc2cn(nn2)CCCC(=O)N([C@H](C)CO)C[C@@H]1C
→ -9	-4
- Cc1cc(O)ccc1Nc1cc(-c2cccc(N)c2)ncn1
→ -8	-3
- O=C(c1ccccc1)c1nn(-c2ccccc2)c(=O)cc1-c1ccccc1
→ -2	0
- CC1(C(=O)NS(=O)(=O)C2CC2)CCCN(C(=O)c2c(F)cccc2F)C1 (stereo not given)
→ 7	8
- CC(=O)Nc1cccc(-c2ccnc3c2CC(C)(C(=O)NCc2ccco2)O3)c1 (stereo not given)
→ -4	-8
- CCCCC1CC2=C(C(=O)OC(C)(C)O2)C(c2cccc3ccccc23)O1 (stereo not given)
→ 6	0
- CCCNC(=O)Nc1nc(C(N)c2ccc(OC)cc2)cs1 (stereo not given)
→ -2	4
- CSc1nc(N)n2nccc2n1
→ -1	4
- CCCc1c(-c2ccccc2Br)ncn1Cc1ccccc1OC
→ 9	13
- COc1cccc(-c2cc(N3CCN(C(=O)c4ccoc4)CC3)n3nc(-c4cccc(Cl)c4)cc3n2)c1
→ 28	8
- CC(NC(=O)COC(=O)c1ccccc1O)c1ccccc1 (stereo not given)
→ -3	-1
- CC1(C(=O)NS(=O)(=O)c2ccc(Cl)cc2)CCN1C(=O)c1ccccc1CCc1ccccc1 (stereo not given)
→ -10	-6
- CCCCN1C[C@H](CSC)[C@@H](CC(=O)Nc2ccc(Br)cc2)C1=O
→ 4	3
- C[C@H](CO)N1C[C@H](C)[C@@H](CN(C)Cc2ccncc2)OCCCC[C@H](C)Oc2ccc(NC(=O)CCCN(C)C)cc2C1=O
→ -5	7
- CN(C)CCCNC(=O)c1cccc(-c2ccc3nncn3c2)c1
→ 2	0
- CC(=O)c1ccc(Nc2nc(C(N)C3CCCCC3)cs2)cc1 (stereo not given)
→ 34	-1
- CCCNC(=O)c1cc(C2CCCCN2S(=O)(=O)c2ccc(F)cc2F)on1 (stereo not given)
→ -6	2
- COc1ccc(S(=O)(=O)N2CCC[C@H]2C(=O)N2CCC[C@H]2C(=O)N[C@@H](C)c2ccccc2)cc1C
→ -12	-5
- CC(C)C[C@@H](COCc1cccc(C(F)(F)F)c1)N1CCN(C(=O)c2ccc(C(F)(F)F)cc2)CCC1=O
→ 19	8
- CC(=O)NC(c1ccc(F)c(F)c1)c1nc(-c2ccncc2)cs1 (stereo not given)
→ -7	-6
- Cc1cc(F)cc(-c2cc(C(=O)NCc3ccccc3)[nH]n2)c1
→ 3	10
- CN(CC(=O)Nc1cccc(F)c1)C(=O)c1cccc(S(=O)(=O)N2CCN(Cc3ccccc3)CC2)c1
→ 35	0
- CC(C)(C)S(=O)N1Cc2cc(C(=O)N3CCOCC3)nc(-c3cccc(Br)c3)c2[C@H]1CCO (stereo not given in full)
→ -12	-4
- Cc1ccccc1-c1n[nH]nc1C1=CC(=O)C[C@H](c2ccc(F)cc2)C1
→ 10	0
- COc1ccc(-c2ccc3[nH]c4c(c3c2)CCN2C(=O)[C@@H]([C@H](C)O)[C@@H](N(C)C(=O)Nc3ccc(F)cc3)C[C@@H]42)cc1
→ 1	-9
